NPY-Y1 PAM-ag = human NPY-Y1 potentiation or agonism, primary screen; NPY-Y1 expressing cells, potentiator/agonist activation; activation, % at 3.6 µM; 220,000 tested, 0.37% active; AID 1304; in the data active means activation above about 33%, passing the limit was not always enough;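 further: cells stimulated with NPY at EC10 then isoproterenol at EC100; 0% = low agonist plus stimulus and 100% = saturating agonist plus stimulus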
eIF4E-4G inh = inhibitors of eIF4E and eIF4G interaction in translation initiation. P63073+Q04637. TR-FRET eIF4E-eIF4GI(517-606) binding, 2 h. inhibition, % at 21.7 µM. 220,000 tested, 0.37% active;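 active means inhibition above about 30%, limit read from the data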;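 further: 0% = full FRET control wells and 100% = background wells lacking eIF4GI fragment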
EP2 antag = inhibitors of human EP2 prostaglandin E2 receptor | P43116 | C6 glioma cells expressing human EP2, cAMP TR-FRET; cells stimulated with saturating PGE2 | inhibition, % at 25 µM | 260,000 tested, 0.52% active;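 active means percent inhibition above 40 after rounding to a whole number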;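 further: rat C6 glioma host cells with rolipram phosphodiesterase inhibitor present; the protocol text gives 20 µM as final concentration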
NPY-Y2 PAM-ag = potentiates or activates human NPY-Y2 receptor; P49146; activation, % at 3.6 µM; cells expressing NPY-Y2, potentiator/agonist read-out; 220,000 tested, 0.45% active; AID 1359; in the data active means activation above about 27%;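 further: cells stimulated with NPY near EC25 plus isoproterenol at EC100; 0% = vehicle plus submaximal agonist and 100% = vehicle plus saturating agonist; some results beyond the cut were filed as inactive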
S1P4 agonist = activates the human S1P4 receptor; activation, % at 4.98 µM; O95977; 220,000 tested, 0.35% active; S1P4-expressing cell line, agonist reporter assay; AID 1509; in the data active means activation above about 11%;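 further: 0% = DMSO vehicle and 100% = reference agonist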
EP2 modulator = EP2 receptor (human) modulation | EP2-expressing cells, cAMP HTRF FRET, PGE2 co-stimulation | induction, % at 25 µM | 260,000 tested, 0.83% active | AID 940;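 active means compounds whose cAMP rise, as percent of the full-agonist control response, exceeds 60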;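 further: rat C6 glioma line stably carrying human EP2 under a CMV promoter; the protocol text gives 20 µM as final concentration; 100% = response of wells given 1 µM PGE2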
p97 inhibitor = blocks human p97 ATPase activity; P55072; recombinant p97 ATPase, Kinase-Glo ATP luminescence, 3 h; inhibition, % at 8 µM; 220,000 tested, 0.42% active; in the data active means inhibition above about 15%;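 further: 0% = DMSO vehicle and 100% = wells lacking enzyme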
Target sequence (P55072 whole entry, looked up): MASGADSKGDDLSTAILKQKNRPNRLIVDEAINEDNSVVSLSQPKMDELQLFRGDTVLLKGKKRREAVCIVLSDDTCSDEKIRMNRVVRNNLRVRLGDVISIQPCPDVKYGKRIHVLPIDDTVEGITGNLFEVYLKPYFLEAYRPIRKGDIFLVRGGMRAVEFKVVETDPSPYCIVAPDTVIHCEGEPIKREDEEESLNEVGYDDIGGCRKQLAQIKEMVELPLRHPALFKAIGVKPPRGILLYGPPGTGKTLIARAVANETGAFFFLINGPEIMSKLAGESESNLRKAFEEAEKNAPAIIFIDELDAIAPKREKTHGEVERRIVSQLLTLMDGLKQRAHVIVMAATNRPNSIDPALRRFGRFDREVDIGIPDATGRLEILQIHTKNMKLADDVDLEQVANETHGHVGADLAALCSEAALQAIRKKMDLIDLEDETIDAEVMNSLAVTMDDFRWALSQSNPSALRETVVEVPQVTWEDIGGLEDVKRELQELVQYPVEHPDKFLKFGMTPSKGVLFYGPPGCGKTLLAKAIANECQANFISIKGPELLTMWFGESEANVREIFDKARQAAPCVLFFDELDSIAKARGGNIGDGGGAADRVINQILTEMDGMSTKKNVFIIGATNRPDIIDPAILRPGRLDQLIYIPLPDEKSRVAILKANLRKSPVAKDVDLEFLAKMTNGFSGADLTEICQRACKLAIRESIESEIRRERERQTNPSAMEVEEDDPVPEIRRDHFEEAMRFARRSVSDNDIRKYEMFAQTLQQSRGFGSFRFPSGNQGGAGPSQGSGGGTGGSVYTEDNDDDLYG
NPY Y1 blocker = blocks the human neuropeptide Y Y1 receptor | P25929 | HEK293-CNG Y1 cells, membrane potential fluorescence; NPY at EC95, then isoproterenol | inhibition, % at 3.6 µM | 200,000 tested, 1% active;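 active means inhibition above the campaign mean inhibition of all tested compounds plus 3 SD, cut at about 20% in these data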;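 further: 0% = DMSO wells given NPY plus isoproterenol and 100% = isoproterenol alone without NPY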
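System: HEK293 cells with Y1 receptor plus CNG channel / Probe or stimulus: NPY 25 nM then isoproterenol 1 µM plus Ro 20-1724 25 µM / Compound: one concentration, 3.6 µM, in 0.4% DMSO / Schedule: compound incubation 1 h at room temperature, readout 45 min post-stimulation / Measured by: membrane potential fluorescence / Read-out: % inhibition of NPY effect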
S1P4 antagonist = human S1P4 receptor antagonism; inhibition, % at 4.98 µM; 220,000 tested, 0.26% active; S1P4-expressing cells, antagonist mode, reporter read-out; AID 1510; O95977; in the data active means inhibition above about 29%;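 further: 0% = wells stimulated with agonist and 100% = vehicle wells without agonist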
* marks the source's active call; other numbers are inactive results; · = no result given; & = joins results of further samples; [ ] = remark or other dose. These rows are one share of the data (hit frequency here may not be typical).

Structure	NPY-Y1 PAM-ag	eIF4E-4G inh	EP2 antag	NPY-Y2 PAM-ag	S1P4 agonist	EP2 modulator	p97 inhibitor	NPY Y1 blocker	S1P4 antagonist
CN(C)S(=O)(=O)c1ccc(NC(=O)COC(=O)c2ccccn2)cc1	-18	-3	18	-26	0.7	-1	0	1	-8
O=C(O)CCn1cc(C2CC(c3ccccc3)=NN2c2ccccc2)c(-c2ccccc2)n1 (configuration not stated)	28	9	5	-7	-1.4	-26	0	-4	13
Cc1c(C(=O)O)sc2nc(CSc3ncc(C(F)(F)F)cc3Cl)[nH]c(=O)c12	-2	0	5	-3	-0.4	-21	-5	·	-8
CCOc1ccc(-n2c(SCC(=O)NCc3ccco3)nnc2-c2c[nH]c3ccccc23)cc1	8	-4	8	8	1.7	-10	8	3	-16
N#Cc1ccc(NC(=O)c2cc(-c3cccs3)on2)cc1	9	-2	4	6	0.8	4	6	6	-19
COC(=O)c1ccc(COc2cccc3c2CCN(Cc2ccccc2)C3=O)o1	7	0[fluorescence artefact?]	2	3	0.1	-1	2	4	-15
CCOP(=O)(OCC)C(Nc1cccc([N+](=O)[O-])c1)c1ccc(OC)cc1 (configuration not stated)	11	5	11	-4	0.7	6	3	·	7
O=c1cc(C23CC4CC(CC(C4)C2)C3)[nH][nH]1	-35	3[fluorescence artefact?]	3	-9	-0.3	-2	-3	-2	-9
CC1(C)C(c2ccccc2)=[N+]([O-])C2(CCCCC2=O)N1O (configuration not stated)	1	-2	9	-16	-1.3	20	3	0	0
NC(=O)CNC(=O)[C@@H]1CC2(CC(c3cccc([N+](=O)[O-])c3)=NO2)CN1C(=O)c1ccccc1 (some centres not stated)	-6	4	10	-2	-1.3	8	1	-3	5
O=C(Nc1ccc(N2CCOCC2)c(Cl)c1)c1cc(F)c(F)cc1Cl	-8	-1	22	-5	2.7	-7	-6	6	-15
CCCCn1c(SCc2cccc([N+](=O)[O-])c2)nc2ccsc2c1=O	-30	3[fluorescence artefact?]	5	-5	-3.2	13	-3	16	-16
COc1ccc(-c2cc(C(F)(F)F)nc(SCCC(=O)Nc3cc(C)on3)n2)cc1	-13	-2	19&7	-1	0.9	18&13	-3	7	-19
Cc1ccnc(NC(=O)CN2C(=O)c3ccccc3C2=O)c1	6	6	5	10	-0.9	21	1	4	-3
c1csc(-c2nnc(-c3ccc(N4CCOCC4)cc3)o2)c1	-16	-4	17&21	-4	-0.7	-22&-41	2	-10	-12
Cc1cc(C)cc(NS(=O)(=O)c2ccc3[nH]cc(C(=O)N4CCc5ccccc54)c(=O)c3c2)c1	24	7	8	14	0.1	22	5	-3	-14
CN=c1sc2ccccc2n1CC(O)COCc1ccco1 (configuration not stated)	0	-2	8	-5	1.0	11	-2	8	8
CC1=C(C(=O)OCC(C)C)[C@]23C(=O)c4ccccc4[C@@]2(O1)OC(N)=C3C#N	5	-7[fluorescence artefact?]	10	-18	-2.2	16	-3	-5	-11
CCOC(=O)c1c(-c2ccc(C)cc2)csc1NC(=O)CCN1CCOCC1	-31	-9	5	-19	0.4	90*	-3	9	-26
COc1cccc(NC(=O)c2cc(-c3cccnc3)nc3c(Cl)cccc23)c1	-45	-6	11	-34	-0.4	26	5	11	0
COc1cccc(-n2nc(-c3ccnn3-c3ccc(C)cc3)c(=O)n(C)c2=O)c1	-13	2	12	4	-7.0	7	0	1	3
COc1cc(OC)cc(-c2nc(N)n[nH]2)c1	21	-9	17	5	-0.5	68*	3	-3	16
CCN(CC#CCC(O)(c1ccccc1)C1CCCC1)C(C)C (configuration not stated)	-28	0[fluorescence artefact?]	11	-11	-1.1	-3	-2	13	-5
COC(=O)c1c(NC(=O)COC(=O)c2ccc(C)s2)sc2c1CCCCC2	-1	-2	6	2	1.2	13	13	1	-20
CCOC(=O)N1CCC(NC(=O)C2=CCN(S(=O)(=O)c3ccc(OC)cc3)CC2)CC1	-8	-1	3	-26	-1.3	-13	0	·	-2
CC(=O)Nc1ccc(S(=O)(=O)NCc2ccc(C(=O)NC(C)c3ccccc3)cc2)cc1 (configuration not stated)	7	3	6	15	-0.9	3	2	4	-1
CCOC(=O)C1=C(C)NC(=O)C1CC(=O)Nc1ccccc1 (configuration not stated)	-15	4	15	-1	0.5	11	-1	-1	-3
CCCCNC(=O)CCCn1c(=O)[nH]c2ccc(Br)cc2c1=O	0	4[fluorescence artefact?]	3	10	0.4	-4	-1	1	0
COc1ccc(CN(C)c2nc(-c3cccnc3)nc3ccccc23)cc1OC	5	-2	4	9	2.7	-12	6	7	-17
CC(C)(C)c1ccc(Oc2ccc(NC(=O)CCCC(=O)O)cn2)cc1	-7	-1	7	-13	2.0	17	-7	·	10

Some of these compounds in order of molecular weight, descending.
Structure	NPY-Y1 PAM-ag	eIF4E-4G inh	EP2 antag	NPY-Y2 PAM-ag	S1P4 agonist	EP2 modulator	p97 inhibitor	NPY Y1 blocker	S1P4 antagonist
CCOC(=O)N1CCC(NC(=O)C2=CCN(S(=O)(=O)c3ccc(OC)cc3)CC2)CC1	-8	-1	3	-26	-1.3	-13	0	·	-2
O=C(Nc1ccc(N2CCOCC2)c(Cl)c1)c1cc(F)c(F)cc1Cl	-8	-1	22	-5	2.7	-7	-6	6	-15
c1csc(-c2nnc(-c3ccc(N4CCOCC4)cc3)o2)c1	-16	-4	17&21	-4	-0.7	-22&-41	2	-10	-12
CCOC(=O)C1=C(C)NC(=O)C1CC(=O)Nc1ccccc1 (configuration not stated)	-15	4	15	-1	0.5	11	-1	-1	-3

Further entries follow.
Structure	NPY-Y1 PAM-ag	eIF4E-4G inh	EP2 antag	NPY-Y2 PAM-ag	S1P4 agonist	EP2 modulator	p97 inhibitor	NPY Y1 blocker	S1P4 antagonist
N/C(COc1ccccc1)=N\NS(=O)(=O)c1ccccc1	6	·	7	-5	1.7	4	-1	2	-11
CCOC(=O)c1cc(-c2ccccc2)sc1NC(=O)C(C)OC(=O)c1cccnc1Cl (configuration not stated)	5	11	3	6	2.5	37	1	2	-15
Cc1cc(SCC(=O)OCC(=O)N2CCN(C(=O)c3ccco3)CC2)c(C)cc1Br	-28	-4[fluorescence artefact?]	12	-30	1.7	-10	-9	2	-11
CCC(O)(CCN1CCCCC1)c1ccccc1 (configuration not stated)	-16	2	13	-15	1.8	5	4	-4	1
COc1ccc(C(C)(C)C)cc1NC(=O)COC(=O)C(C)C	4	0	5	-14	-0.9	12	0	2	4
O=C(/C=C/c1ccc(Cl)cc1)NC1CC2CCC1C2 (configuration not stated)	-5	0	8	-14	-0.6	-47	1	6	-7
CC(NC(=O)c1ccccc1)C(=O)OCC(=O)N1c2ccccc2Sc2ccccc21 (configuration not stated)	9	11	4	0	2.1	-3	5	-3	-14
Cc1cc(NC(=O)CSc2nnc(COc3ccccc3)n2Cc2ccco2)no1	1	1	3	5	-0.3	12	-5	0	-14
O=C(CN1C(=O)C2C3C=CC(C3)C2C1=O)Nc1nc(-c2ccccn2)cs1 (configuration not stated)	-24	-7	22	2	-0.9	-21	-5	1	-20
CCCN1CCN(C(=O)Cn2cccc2C(=O)c2ccccc2)CC1	-14	-3	11	9	1.8	11	6	0	-26
COc1ccccc1Oc1ccc(S(=O)(=O)N2CCCC2)cc1	-16	6	4	3	-0.5	6	0	8	10
CCOc1cc(/C=N/Nc2ccccc2Cl)ccc1OCC(=O)O	17	20	6	-6	0.8	-52	2	-5	-14
CC(Sc1nnc2ccccn12)C(=O)Nc1ccc2c(c1)OCO2 (configuration not stated)	10	2	9	-1	0.2	-19	7	1	-10
Cn1c(Cc2c[nH]c3ccccc23)n[nH]c1=S	-18	-3	6	-4	-0.7	17	3	1	-13
CCOC(=O)C1(Cc2ccc(OC)cc2)CCN(C(=O)CCc2cccnc2)CC1	-4	2	11	3	0.5	11	2	-1	1
COc1ccc(NC(=O)C(=O)NCCN2CCN(C(=O)c3ccco3)CC2)cc1	-6	-1	6&8	2	-0.3	-17&18	2	-1	-14
CC(C)CNS(=O)(=O)c1ccc(OCC(=O)NCC2CCCO2)c(Cl)c1 (configuration not stated)	2	-1	12	-9	0.8	4	-5	2	-5
Cc1noc(C)c1S(=O)(=O)Nc1ccc(C(=O)NC2CCCCC2C)cc1 (configuration not stated)	-3	1	10	-1	1.4	4	1	-1	-18
O=c1ccc2cc(S(=O)(=O)N3CCOCC3)ccc2o1	-15	-1	9	2	0.0	-1	5	3	-1
O=c1[nH]c(C2CCCN(S(=O)(=O)c3ccccc3)C2)nc2c1nnn2Cc1ccccc1 (configuration not stated)	-12	10	12	-18	-0.5	8	-1	2	-4
CCC1Oc2ccc(C)cc2N(CC(=O)N(Cc2cccnc2)Cc2cccc(F)c2)C1=O (configuration not stated)	-20	-3	1	0	0.5	4	4	3	-22
c1ccc(C(c2nnnn2C2CCCC2)N2CCN(c3ccccc3)CC2)cc1 (configuration not stated)	-11	-2[fluorescence artefact?]	6	7	0.6	37	2	3	4
Cc1cccc(N2CCN(C(=S)Nc3ccc4nc5n(c(=O)c4c3)CCCCC5)CC2)c1C	-8	-7	6	-9	-0.9	-47	4	-4	-11
Cc1ccc(OCC(=O)NCc2ccccc2)c([N+](=O)[O-])n1	-21	0	14	-6	-1.0	15	3	8	-13
O=c1n(-c2ccccc2)c(=O)n(Cc2ccccn2)n1Cc1ccccn1	-14	-4	14	10	0.6	26	5	3	-8
NC(=O)c1cc(-c2ccncc2)nc2ccc(Cl)cc12	6	4	9	-14	-0.4	-14	4	-3	10
C=CCn1c(=N)n(CC(O)c2ccco2)c2ccccc21 (configuration not stated)	-40	-2	8	-36	-0.1	31	-1	-1	-3
Cc1cccc(N2C(S)=C(C#N)C(=O)NC2c2cccs2)c1 (configuration not stated)	-3	-6	7	-10	-2.3	-8	4	8	-4
CC(c1ccco1)N(C(=O)c1ccc(Cl)s1)c1ccccn1 (configuration not stated)	-5	·	6	7	0.4	·	-2	-2	-11
CCc1ccc(NC(=O)C(C)OC(=O)CCC(=O)c2cccs2)cc1 (configuration not stated)	-18	0	15	-16	-1.3	-15	-4	9	-13
Cc1cccn2cc(CCNC(=O)c3ccc(Br)o3)nc12	-3	1	12	0	0.7	-7	-1	0	-18
CCOC(=O)c1ccc(NC(=O)c2cnccn2)cc1	-8	5[fluorescence artefact?]	9	-14	1.0	-11	-3	-2	-6
Cc1ccc2occ(/C=N/NC(=O)[C@@H](N)Cc3ccccc3)c(=O)c2c1	20	-2	9	-11	0.3	26	1	·	-22
CCOc1ccc(Nc2nc(N)c([N+](=O)[O-])c(NCc3ccccc3)n2)cc1	10	4	13	15	0.7	34	4	·	-5
CCOC(=O)C(NC(=O)Nc1ccc(F)cc1F)(Oc1ccc(F)cc1)C(F)(F)F (configuration not stated)	9	3[fluorescence artefact?]	6	-3	1.1	5	2	-1	-15
CCN(CC)CCN1CCn2c3c(c4cc(C)ccc42)CCCC31 (configuration not stated)	-11	-1	2	6	-1.8	-40	-4	0	-15
CC(NC(=O)Cn1ncc(Cl)c(Cl)c1=O)C12CC3CC(CC(C3)C1)C2 (configuration not stated)	82*	13	22	72*	-2.4	-48	5	-16	51*
CCOC(=O)Nc1ccc2c(c1)N(C(=O)C(C)N1CCCC1)c1ccccc1CC2 (configuration not stated)	-31	1[fluorescence artefact?]	2	6	-2.6	13	-1	0	10
